D1 potentiator = Potentiators of Human D1 Dopamine Receptor: qHTS. D(1A) dopamine receptor (Homo sapiens), P21728. HEK293 TREx D1 cells, calcium flux, dopamine EC20 potentiation. potentiation, % at 10 µM. 360,000 tested, 0.036% active; in the data active = potentiation above about 30%; note: 0% is about no effect
D1 ag = Allosteric Agonists of the Human D1 Dopamine Receptor: qHTS | HEK293 T-REx D1 cells, calcium flux, agonist mode | 360,000 tested, 1% active | activation, % at 2 µM | D(1A) dopamine receptor (Homo sapiens), P21728; note: 0% is about no effect
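Inducible HEK293 T-REx D1 cells, force-coupled to calcium signalling, were plated at 4000 cells/well with tetracycline and held overnight at 30 C. After no-wash calcium dye loading, compound-evoked calcium rise over 180 s flagged agonists.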
TRHR PAM = qHTS for Small Molecule Agonists and Allosteric Enhancers of Human TRH Receptor: Primary Screen for Enhancers; TRHR cells, fluo-8 calcium fluorescence, EC20 TRH enhancement; enhancement, % at 2 µM; 360,000 tested, 0.66% active; AID 493056, 2011; in the data active = enhancement above about 30%; note: 0% is about no effect
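TRHR-expressing cells loaded with fluo-8 calcium dye were read kinetically (ex 480/em 530) during compound addition, then stimulated with an EC20 of TRH (10 nM final). Enhancement of the Gq-mediated intracellular calcium response was scored.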
D2 antag = HTS Assay for Allosteric Antagonists of the Human D2 Dopamine Receptor: Primary Screen for Antagonists. 340,000 tested, 2% active. HEK293 TREx D2 cells, calcium flux, dopamine EC80. D(2) dopamine receptor (Homo sapiens), P14416. inhibition, % at 10 µM; in the data active = inhibition above about 30%; note: 0% is about no effect
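Tetracycline-induced HEK293 T-REx cells expressing D2 force-coupled to calcium signalling were dye-loaded, exposed to compound for 180 s, then challenged with an EC80 of dopamine; calcium flux was followed kinetically for a further 180 s.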
D2 agonist = HTS Assay for Allosteric Agonists of the Human D2 Dopamine Receptor: Primary Screen for Agonists. activation, % at 2 µM. HEK293 T-REx D2 cells, calcium flux agonist mode. 340,000 tested, 0.53% active;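 active = activation over 3 SD above normal in the single-dose calcium agonist read, cut at about 30% in these data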; note: 0% is about no effect
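Tetracycline-induced HEK293 Trex cells with D2 receptor force-coupled to calcium signaling, plated overnight at 30 C and loaded with no-wash calcium dye. Calcium flux read kinetically for 180 s after compound addition; responses flag agonists.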
D2 PAM = HTS Assay for Positive Allosteric Modulators of the Human D2 Dopamine Receptor: Primary Screen for Potentiators; D(2) dopamine receptor (Homo sapiens), P14416; HEK293 T-REx D2, calcium flux, EC20 dopamine potentiation; potentiation, % at 10 µM; 340,000 tested, 0.34% active; AID 485347, 2010;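 active = potentiation over 3 SD above the plate norm, cut at about 30% in these data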; note: 0% is about no effect
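Calcium flux readout, no-wash dye, 1 read/s. Inducible HEK293 Trex D2 line, overnight 30 C. Compound alone 180 s (agonist flags), then EC20 dopamine, another 180 s to score potentiation.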
TRHR agonist = qHTS for Small Molecule Agonists and Allosteric Enhancers of Human TRH Receptor: Primary Screen for Agonists. Thyrotropin-releasing hormone receptor (Homo sapiens), P34981. TRHR cells, calcium flux fluo-8, FDSS agonist mode. activation, % at 2 µM. 360,000 tested, 0.18% active. AID 493084, 2011; note: 0% is about no effect
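Read-out: compound-evoked intracellular calcium rise in TRHR cells, fluo-8 dye, kinetic FDSS fluorescence at 1 s/cycle following a 10-cycle baseline. Cells cultured overnight before dye loading (30 min–1.5 h, RT).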
RXFP1 antagonist = qHTS Assay for Antagonists of the Relaxin Receptor RXFP1. Relaxin receptor 1 (Homo sapiens), Q9HBX9. HEK293-RXFP1, relaxin-stimulated cAMP HTRF, 30 min; active compounds read low. activity change, negative = inhibition, % at 57.5 µM. 350,000 tested, 0.59% active. AID 1259400, 2018;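 active = activity change of -60% or lower, but not beyond a set lower limit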; note: % is set by controls: 0 for no effect and ±100 for the full control effect
Target sequence (Q9HBX9 whole entry, looked up): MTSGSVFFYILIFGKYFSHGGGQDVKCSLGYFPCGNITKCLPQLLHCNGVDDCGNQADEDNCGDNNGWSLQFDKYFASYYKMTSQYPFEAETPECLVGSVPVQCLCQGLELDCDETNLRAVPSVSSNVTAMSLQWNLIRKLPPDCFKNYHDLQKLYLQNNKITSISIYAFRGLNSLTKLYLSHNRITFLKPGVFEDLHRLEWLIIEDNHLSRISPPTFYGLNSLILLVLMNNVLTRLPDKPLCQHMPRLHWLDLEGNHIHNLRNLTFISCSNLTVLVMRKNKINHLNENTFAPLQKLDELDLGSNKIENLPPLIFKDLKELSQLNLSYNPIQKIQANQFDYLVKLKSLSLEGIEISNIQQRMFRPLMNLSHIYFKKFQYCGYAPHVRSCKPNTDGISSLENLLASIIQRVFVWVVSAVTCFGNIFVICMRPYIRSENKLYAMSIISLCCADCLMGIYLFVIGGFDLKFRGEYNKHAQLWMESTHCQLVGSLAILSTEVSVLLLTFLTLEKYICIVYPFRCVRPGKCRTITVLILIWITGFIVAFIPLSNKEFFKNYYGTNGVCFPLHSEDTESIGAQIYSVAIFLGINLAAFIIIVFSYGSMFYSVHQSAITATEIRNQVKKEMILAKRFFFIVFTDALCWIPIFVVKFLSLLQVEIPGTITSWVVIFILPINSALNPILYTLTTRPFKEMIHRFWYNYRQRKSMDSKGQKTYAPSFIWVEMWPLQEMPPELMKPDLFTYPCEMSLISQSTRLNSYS
D1 antagonist = Antagonist of Human D 1 Dopamine Receptor: qHTS; 360,000 tested, 3.2% active; AID 504652, 2011; activity change, negative = inhibition, % at 10 µM; D(1A) dopamine receptor (Homo sapiens), P21728; HEK293 TREx D1 cells, calcium flux, dopamine EC80; active compounds read low; in the data active = activity change below about -30%; note: % is set by controls: 0 for no effect and ±100 for the full control effect
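Tetracycline-induced HEK293 T-REx cells with force-coupled D1 receptor were loaded with a no-wash calcium dye. Compound was added after a 10 s baseline and read kinetically for 180 s; EC80 dopamine was then added and calcium flux followed another 180 s.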
* = called active by the depositor; . = not tested or not shown. Cut-off read from the data, not from the text of the source, unless noted: active = activation above about 30%; inactive = the rest.

entry	compound	D1 potentiator	D1 ag	TRHR PAM	D2 antag	D2 agonist	D2 PAM	TRHR agonist	RXFP1 antagonist	D1 antagonist
1	O=C(CSc1nc(=O)n(CCCN2CCOCC2)c2c1CCC2)Nc1ccccc1F	-0.3	3.4	-2.0	13.3	1.8	-8.9	0.8	17.1	-2.6
2	Nc1nc2c(ncn2C2C[C@H](O)[C@@H](CO)O2)c(=O)[nH]1 (some centres not stated)	4.2	-0.3	12.6	-15.4	-0.9	-5.7	0.6	.	17.9
3	COc1ccc2oc(=O)c(C(=O)n3ccc(C)n3)cc2c1	-3.0	-1.0	-1.3	25.4	-0.6	-6.3	-0.1	-8.2	-1.6
4	CC(C)c1c(C(=O)N/N=C/c2ccco2)nnn1-c1nonc1N	20.2	18.2	4.9	12.9	1.9	0.3	0.3	-11.0	3.4
5	COc1cccc(OCc2cc(C(=O)NCc3cnc4ccccn34)no2)c1	-1.4	19.2	0.3	-17.2	0.3	15.5	0.4	-2.9	6.5
6	COc1ccc(CCC(=O)N2CCN(S(=O)(=O)c3cccc(C(F)(F)F)c3)CC2)cc1OC	-3.9	0.3	8.7	13.5	0.6	6.4	-0.3	0.7	1.7
7	Cc1cc(C)nc(NS(=O)(=O)c2ccc(NC(=O)CSc3nc(-c4ccccc4)c(C#N)c(=O)[nH]3)cc2)n1	-1.1	2.3	7.6	14.7	0.2	0.5	0.4	19.1	-19.0
8	O=C(OCC(=O)N1CCN(C(=O)c2ccco2)CC1)c1sc2ccccc2c1Cl	-3.4	1.7	-4.0	.	.	.	-2.0	11.2	-1.7
9	COc1ccc(OC)c(NC(=O)CSc2nnc(Cc3cccn3C)n2-c2ccc(F)cc2)c1	1.4	-0.5	-10.1	-25.9	-1.8	-27.3	-0.2	-22.5	34.2
10	C=CCn1c(NC(=O)c2ccc(C)cc2)nc2ccccc21	-2.2	3.3	-0.7	14.4	-1.0	6.7	-0.4	-8.0	1.7
11	COc1cc(NC(=O)c2cccc([N+](=O)[O-])c2)ccc1NC(=O)c1cc2ccccc2o1	-5.8	4.7	-5.4	0.6	0.5	8.4	1.1	-19.8	-3.1
12	CC1CCN(CCNC(=O)CCS(=O)(=O)c2ccc(Br)cc2)CC1	-6.3	1.1	1.7	19.3	-0.1	6.9	-0.2	-1.2	-42.9*
13	COc1ccc(C(=O)NC2CC2)cc1OC1CCN(C/C=C/c2ccccc2)CC1	-13.9	0.2	9.2	.	.	.	-1.0	-9.7	-56.2*
14	COc1ccc(C(=O)N2CCN(c3cccc(Cl)c3)CC2)cc1	-6.2	-1.4	3.9	3.9	0.0	20.1	-0.5	-19.0	-4.6
15	COC(CNC(=O)Cn1nc(Cc2ccncc2)c2ccccc2c1=O)OC	2.8	2.2	0.2	-12.5	-0.1	2.2	0.5	15.7	-18.3
16	O=C(CCNC(=O)c1ccc(Cl)cc1)Nc1ncccc1O	4.6	1.9	6.3	4.4	0.3	17.9	0.3	9.9	-2.0
17	CC(=O)Nc1ccc(NC(=O)[C@@H](NC(=O)c2ccccc2F)C(C)C)cc1	-8.2	1.3	2.8	-9.5	0.2	-4.7	0.3	5.9	-8.9
18	COc1ccc(C(=O)NC(C)c2csc(C)n2)cc1OC1CCN(C(C)=O)CC1 (configuration not stated)	-5.8	3.4	-1.6	-17.9	.	-7.0	0.1	12.8	-17.0
19	Cc1sc2nc(CN3CCOCC3)[nH]c(=S)c2c1C	0.0	1.8	-0.4	-8.2	-0.8	13.8	1.0	6.8	2.0
20	CCS(=O)(=O)N1CCN(S(=O)(=O)c2ccc3ccccc3c2)CC1	0.9	5.5	11.5	5.6	2.0	-1.3	0.4	-8.9	-3.8

Carrying on.
entry	compound	D1 potentiator	D1 ag	TRHR PAM	D2 antag	D2 agonist	D2 PAM	TRHR agonist	RXFP1 antagonist	D1 antagonist
21	N#C/C(=C\c1c(F)cccc1Cl)c1nn(-c2ccccc2)c(-n2cccc2)c1C#N	-2.9	7.0	-8.9	-7.9	0.5	-9.1	0.2	-19.9	-9.5
22	COc1ccccc1CC(NC(C)=O)C(=O)N1CCN(C(=O)c2cccs2)CC1 (configuration not stated)	-3.0	0.6	1.6	-6.3	7.2	-10.2	0.6	-7.6	2.8
23	CCOC(=O)c1nnn(-c2nonc2N)c1-c1cccs1	-1.4	2.0	4.8	-15.6	-0.9	0.6	0.1	0.5	-12.2
24	COc1ccc(-n2ncc3c2CC(C)(C)CC3NC(=O)CCC2=NNC(=O)CC2)cc1 (configuration not stated)	-5.4	5.1	5.3	11.5	-0.9	1.9	0.8	-2.8	1.1
25	CCn1nnc2cc(C(=O)O)ccc21	-3.9	4.4	3.8	11.3	1.5	-2.1	0.2	-6.7	-5.8
26	C=CCNc1nc(Nc2cc(Cl)ccc2OC)nc(OC)n1	-0.4	7.8	-2.4	-4.7	0.8	7.4	-0.3	9.1	23.1
27	O=C(CCNC(=O)Cn1ccc2ccccc2c1=O)NCCCN1CCN(c2ccc(F)cc2)CC1	-19.0	0.6	17.8	-15.7	-0.1	7.9	-0.3	2.6	-51.1*
28	Cc1ccc2c(c1)N(C(=O)CCC(=O)NCC(C)c1ccccc1)CC(C)O2 (configuration not stated)	0.3	0.4	-6.1	-2.1	0.0	3.4	-0.8	-3.0	36.1
29	CCCCn1c(CCC(=O)O)ccc1-c1cccs1	-8.2	3.2	-5.6	40.4*	-0.2	-15.7	0.2	.	1.8
30	COc1ccc(/C=C(\C#N)C(=O)c2cccn2C)cc1	-7.7	0.7	-5.5	-3.7	-1.5	-4.0	4.4	1.5	13.5
31	CCC(C)(C(=O)NC1CCCCC1)N(C(=O)CC1NC(=O)NC1=O)c1c(C)n(C)n(-c2ccccc2)c1=O (configuration not stated)	6.2	2.5	-2.6	-4.9	2.0	13.7	-0.5	-8.5	4.0
32	CC(C)C(NC(=O)c1ccco1)C(=O)OCC(=O)c1ccccc1 (configuration not stated)	0.5	2.3	9.9	-2.8	-0.5	1.8	-0.3	1.0	-8.1
33	CCOC(=O)C(Cc1ccccc1)NC(=O)CCc1nnc2ccc(N3CCOCC3)nn12 (configuration not stated)	-6.4	2.2	-3.3	-5.4	0.4	-6.7	0.0	29.5	-30.3*
34	O=C1C2C(C(=O)N1c1ccc3c(c1)OCO3)C1C=CC2C12CC2 (configuration not stated)	0.8	-2.1	0.2	-17.5	0.6	2.3	-0.5	-10.7	-0.8
35	Cc1ccc(S(=O)(=O)/N=C(/NC(=S)Nc2ccccc2)c2ccccc2)cc1	-1.9	0.1	-2.9	8.6	-1.1	-2.8	-0.4	-1.5	13.5
36	CCN(CC)S(=O)(=O)c1ccc(O)c(C(=O)OCC(=O)N2CCCC2)c1	0.2	2.3	-2.4	-11.2	0.0	-3.1	-0.4	6.1	8.5
37	CCc1cccc(NC(=O)CCS(=O)(=O)c2cc3c(cc2C)NC(=O)CO3)c1	-6.5	0.2	-4.2	20.3	-0.6	-5.6	0.1	2.0	13.2
38	CC(=O)N[C@@H](Cc1c[nH]c2ccccc12)C(=O)NCc1ccccc1	-1.6	1.9	-9.6	-22.4	-0.9	-1.4	-0.7	4.0	-11.4
39	CCCCN(C)CCn1c(=S)[nH]c2ncccc2c1=O	-9.2	0.5	-4.2	11.6	0.7	-17.7	0.0	7.9	-6.8
40	CC1=C(C(N)=O)C(c2ccc(C)cc2)n2nc(SCc3ccccc3F)nc2N1 (configuration not stated)	0.9	-1.8	-5.5	.	0.6	-6.1	-0.2	.	1.9

Sorted by molar mass (falling): some entries from above.
entry	compound	D1 potentiator	D1 ag	TRHR PAM	D2 antag	D2 agonist	D2 PAM	TRHR agonist	RXFP1 antagonist	D1 antagonist
31	CCC(C)(C(=O)NC1CCCCC1)N(C(=O)CC1NC(=O)NC1=O)c1c(C)n(C)n(-c2ccccc2)c1=O (configuration not stated)	6.2	2.5	-2.6	-4.9	2.0	13.7	-0.5	-8.5	4.0
1	O=C(CSc1nc(=O)n(CCCN2CCOCC2)c2c1CCC2)Nc1ccccc1F	-0.3	3.4	-2.0	13.3	1.8	-8.9	0.8	17.1	-2.6
12	CC1CCN(CCNC(=O)CCS(=O)(=O)c2ccc(Br)cc2)CC1	-6.3	1.1	1.7	19.3	-0.1	6.9	-0.2	-1.2	-42.9*
21	N#C/C(=C\c1c(F)cccc1Cl)c1nn(-c2ccccc2)c(-n2cccc2)c1C#N	-2.9	7.0	-8.9	-7.9	0.5	-9.1	0.2	-19.9	-9.5
40	CC1=C(C(N)=O)C(c2ccc(C)cc2)n2nc(SCc3ccccc3F)nc2N1 (configuration not stated)	0.9	-1.8	-5.5	.	0.6	-6.1	-0.2	.	1.9
5	COc1cccc(OCc2cc(C(=O)NCc3cnc4ccccn34)no2)c1	-1.4	19.2	0.3	-17.2	0.3	15.5	0.4	-2.9	6.5
14	COc1ccc(C(=O)N2CCN(c3cccc(Cl)c3)CC2)cc1	-6.2	-1.4	3.9	3.9	0.0	20.1	-0.5	-19.0	-4.6
4	CC(C)c1c(C(=O)N/N=C/c2ccco2)nnn1-c1nonc1N	20.2	18.2	4.9	12.9	1.9	0.3	0.3	-11.0	3.4
34	O=C1C2C(C(=O)N1c1ccc3c(c1)OCO3)C1C=CC2C12CC2 (configuration not stated)	0.8	-2.1	0.2	-17.5	0.6	2.3	-0.5	-10.7	-0.8
29	CCCCn1c(CCC(=O)O)ccc1-c1cccs1	-8.2	3.2	-5.6	40.4*	-0.2	-15.7	0.2	.	1.8

Following part:
entry	compound	D1 potentiator	D1 ag	TRHR PAM	D2 antag	D2 agonist	D2 PAM	TRHR agonist	RXFP1 antagonist	D1 antagonist
41	Cc1cc(C(F)(F)F)c(C#N)c(SCC(=O)Nc2nc3cc(Br)ccc3s2)n1	-0.1	20.7	-2.4	-4.7	5.9	1.5	8.3	-11.5	5.6
42	CCOC(=O)NNc1cc(C(F)(F)F)ccn1	1.5	5.8	-11.1	.	.	.	-1.7	-14.7	-4.5
43	COc1ccc(N2CCN(C(CNS(=O)(=O)c3ccc(OC)c(C)c3)c3ccco3)CC2)cc1 (configuration not stated)	-4.2	3.2	6.2	.	0.7	-6.0	-0.4	-14.0	.
44	O=C(c1ccc([N+](=O)[O-])c(CS(=O)(=O)c2ccc(Cl)cc2)c1)N1CCCCC1	-1.7	7.4	0.4	2.5	0.6	5.0	-1.0	-11.8	-7.8
